Bioassay records from PubChem BioAssay.
LMPTP block: LMPTP (human) inhibition. P24666. recombinant LMPTP-A, OMFP fluorogenic substrate, fluorescence intensity. inhibition, % at 20 µM. actives 0.22% (n = 360,000). AID 651560;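 active = compounds that cut the enzyme signal by at least half of the control window in the single-dose screen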;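 note: plate controls were DMSO wells with enzyme plus substrate for no effect and substrate without enzyme for full effect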
Target sequence (P24666 whole entry, looked up): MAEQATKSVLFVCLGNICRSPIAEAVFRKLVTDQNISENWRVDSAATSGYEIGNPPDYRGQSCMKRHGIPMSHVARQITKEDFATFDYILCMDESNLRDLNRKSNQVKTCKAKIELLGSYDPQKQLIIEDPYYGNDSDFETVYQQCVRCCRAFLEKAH
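Assay system: LMPTP-A enzyme. Input: 0.625 nM LMPTP-A final. Probe or stimulus: 400 µM OMFP. Compound dosing: single 20 µM dose. Schedule: 50 min dark incubation at room temperature. Detection: fluorescence intensity of OMFP turnover product. Read-out: percent inhibition versus substrate-only and uninhibited controls. Benchmarks: no-enzyme low control, uninhibited high control.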
Scp-1 inhibitor: Scp-1 (human) phosphatase inhibition. Q9GZU7. Recombinant Scp1, phosphopeptide, malachite green phosphate absorbance. inhibition, % at 20 µM. actives 0.88% (n = 340,000). AID 493091;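 active = inhibition above about 50% at 20 µM, limit read from the data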;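 note: plate controls were DMSO wells with enzyme for no effect and wells lacking enzyme for full effect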
Target sequence (Q9GZU7 76-261 limits assumed): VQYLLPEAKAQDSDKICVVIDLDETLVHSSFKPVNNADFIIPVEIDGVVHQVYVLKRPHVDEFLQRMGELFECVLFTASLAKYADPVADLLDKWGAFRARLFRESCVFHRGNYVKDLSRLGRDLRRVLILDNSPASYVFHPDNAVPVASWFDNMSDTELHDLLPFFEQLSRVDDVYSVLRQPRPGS
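System: SCP-1 catalytic domain; Reagent: Phospho 17-mer peptide substrate; Doses: one concentration, 20 µM, with 1.0% DMSO; Incubation: 45 min room-temperature reaction, 5 min colour, 30 min stabiliser; Signal: Phosphate-binding colour reagent, absorbance read at 630 nm.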
STEP block: blocks human striatal-enriched tyrosine phosphatase. actives 0.25% (n = 360,000). recombinant STEP, OMFP fluorogenic substrate, fluorescence. AID 588621. P54829. inhibition, % at 20 µM;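 active = inhibition at 20 µM, scaled per plate between control wells, above about 37%, limit read from the data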;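 note: 0% = DMSO with enzyme and substrate and 100% = substrate only without enzyme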
Target sequence (P54829 whole entry, looked up): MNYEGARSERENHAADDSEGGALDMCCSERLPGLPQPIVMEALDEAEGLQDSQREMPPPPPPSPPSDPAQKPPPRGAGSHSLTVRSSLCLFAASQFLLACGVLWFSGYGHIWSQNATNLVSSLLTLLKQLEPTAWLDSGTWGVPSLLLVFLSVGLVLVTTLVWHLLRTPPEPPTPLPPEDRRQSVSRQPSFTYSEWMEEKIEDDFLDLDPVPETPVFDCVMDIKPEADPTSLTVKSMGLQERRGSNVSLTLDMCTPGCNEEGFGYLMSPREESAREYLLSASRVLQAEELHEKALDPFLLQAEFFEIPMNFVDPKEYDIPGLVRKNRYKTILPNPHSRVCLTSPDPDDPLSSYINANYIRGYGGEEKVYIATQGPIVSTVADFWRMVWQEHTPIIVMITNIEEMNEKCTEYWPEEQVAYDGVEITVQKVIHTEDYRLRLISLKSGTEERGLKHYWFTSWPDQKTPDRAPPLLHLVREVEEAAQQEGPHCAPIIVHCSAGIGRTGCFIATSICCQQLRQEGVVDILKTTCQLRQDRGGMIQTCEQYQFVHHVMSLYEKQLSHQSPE
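System: STEP (striatal-enriched tyrosine phosphatase) enzyme, cell-free; medium: Bis-Tris pH 6.0 buffer with DTT, detergent; dosing: 20 µM, 1% DMSO; times: reaction 20 min, ambient temperature; detection: fluorescence, 480/540 nm; read-out basis: normalized % inhibition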
SUMO1 PPI mod: SUMO1-SIM interaction modulation. P63165. inhibition, % at 20 µM. actives 0.33% (n = 360,000). SUMO1 binding to a labelled peptide, TR-FRET, 1 h. AID 602429; in the data active = inhibition above about 37%
Target sequence (P63165 whole entry, looked up): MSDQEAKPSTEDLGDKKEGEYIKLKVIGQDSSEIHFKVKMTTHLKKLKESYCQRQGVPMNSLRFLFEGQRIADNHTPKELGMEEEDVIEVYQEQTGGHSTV
MsrA inh: bovine MsrA inhibition; purified bovine MsrA, absorbance read-out; inhibition, % at 15.5 µM; actives 0.75% (n = 360,000); in the data active = inhibition above about 4.5%;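 note: 0% = vehicle wells with enzyme and 100% = reference inhibitor wells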
DNMT1 inh: DNMT1 (human) enzyme inhibition. P26358. inhibition (reported as % activation of signal), % at 10 µM. DNMT1 molecular beacon, Hinp1I cleavage, fluorescence. actives 0.83% (n = 360,000); in the data active = inhibition above about 50%
Tb MetRS inh: Trypanosoma brucei MetRS inhibition | purified T. brucei MetRS, ATP depletion, Kinase-Glo luminescence | actives 0.4% (n = 360,000) | inhibition, % at 11.9 µM | AID 624268;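 active = inhibition above a per-plate cutoff of the control wells' mean inhibition plus 3 SD, cut at about 5.5% in these data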;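 note: 0% = DMSO wells median and 100% = median of wells with control inhibitor compound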
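System: purified T. brucei MetRS enzyme / Detection: Kinase-Glo luciferase luminescence reporting remaining unconsumed ATP / Medium: HEPES buffer with MgCl2, KCl, DTT, spermine, BSA, pyrophosphatase / Replication: singlicate, one well per compound / Evaluation: percent inhibition relative to median high and low control wells / Schedule: 2 h aminoacylation at 25 °C after 15 min preincubation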
CSN deneddyl inh: blocks human CSN-mediated cullin deneddylation | Q92905 | Purified CSN, SCF-Nedd8-OG deneddylation, fluorescence polarization | inhibition, % at 12.5 µM | actives 0.38% (n = 360,000);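 active = pattern-corrected inhibition above about 35%, with an unprinted fluorescence ratio check between 0.5 and 1.5, limit read from the data, passing the limit was not always enough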;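 note: 0% = enzyme with substrate and 100% = substrate without enzyme; some results filed as inactive read as strong as hits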
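Schedule: reaction 90 min, room temperature / Assay system: HEK293T-derived human Csn5 enzyme / Input: Csn5 at 0.24 nM final / Measure: inhibition of Csn5 cleavage, % / Control set: substrate-only high control, full reaction low control / Technique: fluorescence polarization of the substrate / Buffer or medium: Tris/NaCl/DTT buffer, pH 7.5 / Reagent: SCFSkp2-Nedd8OG substrate at 10 nM final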
Rpn11 inh: inhibitors of human proteasome Rpn11; AID 588493; actives 0.59% (n = 360,000); calls only at 20 µM; O00487; human 26S proteasome, Ub4-pepOG fluorescence polarization; 20S core pre-blocked with epoxomicin;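 active = inhibition at 20 µM, scaled to each plate's controls, above about 33%, limit read from the data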
NadD block: NadD (S. aureus) enzyme inhibition; AID 602399; actives 0.78% (n = 360,000); purified NadD enzyme, colorimetric absorbance read-out; inhibition, % at 20 µM; in the data active = inhibition above about 26%; note: some compounds past the cut are filed as inactive
Numbers without * were called inactive; i = inactive; x = no result given; + = active, no number; & = joins results of further samples.

| SMILES | LMPTP block | Scp-1 inhibitor | STEP block | SUMO1 PPI mod | MsrA inh | DNMT1 inh | Tb MetRS inh | CSN deneddyl inh | Rpn11 inh | NadD block |
| --- | --- | --- | --- | --- | --- | --- | --- | --- | --- | --- |
| COc1ccc(C2C(C#N)=C(N)Oc3n[nH]c(C)c32)cc1Cn1nc(C)c([N+](=O)[O-])c1C (stereo not drawn) | -0.7 | 4 | 1 | -7 | 0.1 | -19 | -0.4 | 2 | i | 9 |
| O=C(NNS(=O)(=O)c1ccc(Cl)cc1)c1cc(-c2ccccc2)nc2ccccc12 | 1.2 | -10 | -4 | 4 | 0.3 | -5 | -0.8 | 4 | i | 8 |
| CS(=O)(=O)N1CCC(C(=O)Nc2cc(Cl)ccc2Cl)CC1 | -0.3 | 1 | 1 | 2 | 0.6 | 0 | -0.3 | -6 | i | 2 |
| O=C(c1cc(-c2ccc3c(c2)OCO3)on1)N1CCN(c2ccccc2)CC1 | 2.4 | 7 | 3 | -2 | -0.3 | -7 | 0.0 | 5 | i | -3 |
| COc1cccc(Nc2ncnc3ccccc23)c1 | 4.3 | -1 | -3 | -4 | 3.3 | 0 | -1.3 | 16 | i | 6 |
| O=C1[C@@H]2[C@@H]3C[C@@H]([C@H]4ON=C(c5ccc(Cl)cc5)[C@@H]34)[C@@H]2C(=O)N1C1CCCCC1 | 2.2 | -12 | -2 | -1 | -0.2 | -10 | -0.3 | -17 | i | -10 |
| Cc1cnc2ncc3sccc3c2c1 | -0.7 | -4 | -2 | -2 | 2.0 | 2 | -0.3 | -1 | i | 3 |
| O=C(NC(CO)(CO)CO)c1coc(=O)c(Br)c1 | -1.2 | -5 | 0 | -8 | 4.2 | 4 | -1.1 | 2 | i | -5 |
| O=C(Nc1ccccc1)NC1CC2CCC(C1)N2Cc1nnnn1Cc1ccc2c(c1)OCO2 (stereo not drawn) | -0.9 | -4 | 1 | 1 | 0.3 | 0 | 0.1 | 0 | i | -3 |
| O=C(C1=C(O)C(=O)N(CC2CCCO2)C1c1ccc(Cl)cc1)c1ccco1 (stereo not drawn) | -0.2 | -3 | 2 | -4 | 0.1 | -1 | -0.1 | 0 | i | 7 |
| CCOC(=O)C1CCN(S(=O)(=O)c2ccc(CNC(=O)c3ccccc3)s2)CC1 | 1.7 | 3 | -4 | 4 | -0.1 | 0 | -0.4 | 7 | i | -7 |
| N/C(=N\OC(=O)c1ccco1)c1ccc(Br)cc1 | 1.0 | -2 | 2 | 0 | -1.5 | 1 | -0.1 | 0 | i | -4 |
| O=C(NC(=S)Nc1cccc(Cl)c1N1CCCCC1)c1ccco1 | 2.0 | -4 | -1 | 1 | x | 2 | -1.1 | 4 | i | -7 |
| CCc1nc2ccc(C(=O)N(CC)CC(=O)Nc3c(F)cccc3F)cc2nc1CC | 1.0 | 32 | 1 | 10 | -0.8 | 5 | -0.4 | -3 | i | 5 |
| Cc1cc(C)cc(-n2nnc(C(=O)NCc3ccc4c(c3)OCO4)c2N)c1 | 0.3 | -7 | -1 | 1 | -0.3 | -6 | 0.1 | 2 | i | -6 |
| C#CCn1c(=NC(=O)CN2C(=O)CCC2=O)sc2cccc(C)c21 | -0.6 | -9 | 0 | -1 | 0.5 | 2 | -0.4 | -4 | i | -4 |
| O=C(CC(=O)NCc1ccccc1)NCc1ccccc1 | -1.3 | -5 | 1 | -4 | -0.1 | 0 | -0.5 | -2 | i | -5 |
| CNC(=S)N1CCC(NC(=O)C(Cc2ccccc2)NC(C)=O)CC1 (stereo not drawn) | -1.1 | 0 | 1 | 3 | 0.7 | 4 | -0.6 | 0 | i | -4 |
| COc1cc(CNn2c(C)n[nH]c2=S)cc(Cl)c1OCc1ccccc1 | -61 | -4 | -1 | -1 | 0.9 | -5 | 0.2 | -4 | i | 18 |
| C=CCN(C(=O)c1ccc2c(c1)nnn2C)c1ccccc1 | 0.6 | -3 | -1 | 2 | -0.7 | 0 | 0.1 | -1 | i | -11 |
| CCOc1ccccc1OCC(=O)Nc1ccc(S(=O)(=O)Nc2ncccn2)cc1 | -1.5 | -3 | 0 | -3 | 0.1 | 2 | -1.0 | 3 | i | 7 |
| O=C(c1ccccn1)N(Cc1ccco1)C1(C(=O)NC2CCCCC2)CCCCC1 | -0.1 | -1 | -1 | 1 | 1.1 | 0 | -0.1 | -1 | i | 12 |
| O=C(COC(=O)C1CC(=O)N(Cc2ccco2)C1)Nc1nc(-c2ccc(F)cc2)cs1 (stereo not drawn) | 0.4 | -1 | 0 | 0 | 1.3 | 0 | -0.1 | -2 | i | -9 |
| CC(=O)c1ccc2noc(-c3cccc(C)c3)c2c1 | -1.0 | -10 | -2 | -7 | -0.2 | -1 | -0.1 | -7 | i | -6 |
| O=C(O)C1CCC(=O)N(C2CC2)C1c1ccccc1 (stereo not drawn) | -2.3 | 0 | 2 | 1 | 0.0 | 4 | -0.5 | 0 | i | -4 |
| CCOc1cc(/C=N/O)cc(Br)c1OCC | 1.2 | -7 | -2 | 1 | -1.7 | 1 | 0.2 | 3 | i | -3 |
| Cc1cccc(-c2cc(C(=O)Nc3ccncc3)c3ccccc3n2)c1 | 1.7 | -15 | -2 | -7 | 2.8 | -5 | -0.3 | 5 | i | 0 |
| Cc1ccc2[nH]c3nc(SCC#N)nnc3c2c1 | 1.2 | -15 | 0 | 0 | -0.2 | 3 | 2.5 | -2 | i | 3 |
| COc1ccc(-n2c(COc3cccc4cccnc34)nnc2SCC(=O)O)cc1 | 0.0 | 10 | 0 | 1 | -0.1 | -5 | 0.6 | 7 | i | -3 |
| O=C(Oc1cccc(C(=S)N2CCOCC2)c1)c1cccc([N+](=O)[O-])c1 | -0.4 | -7 | 1 | -4 | 0.7 | -2 | -0.1 | 4 | i | -5 |

7 structures from above, sorted by formula weight, descending:
| SMILES | LMPTP block | Scp-1 inhibitor | STEP block | SUMO1 PPI mod | MsrA inh | DNMT1 inh | Tb MetRS inh | CSN deneddyl inh | Rpn11 inh | NadD block |
| --- | --- | --- | --- | --- | --- | --- | --- | --- | --- | --- |
| O=C(NNS(=O)(=O)c1ccc(Cl)cc1)c1cc(-c2ccccc2)nc2ccccc12 | 1.2 | -10 | -4 | 4 | 0.3 | -5 | -0.8 | 4 | i | 8 |
| CCOC(=O)C1CCN(S(=O)(=O)c2ccc(CNC(=O)c3ccccc3)s2)CC1 | 1.7 | 3 | -4 | 4 | -0.1 | 0 | -0.4 | 7 | i | -7 |
| O=C(c1ccccn1)N(Cc1ccco1)C1(C(=O)NC2CCCCC2)CCCCC1 | -0.1 | -1 | -1 | 1 | 1.1 | 0 | -0.1 | -1 | i | 12 |
| O=C(NC(=S)Nc1cccc(Cl)c1N1CCCCC1)c1ccco1 | 2.0 | -4 | -1 | 1 | x | 2 | -1.1 | 4 | i | -7 |
| Cc1cccc(-c2cc(C(=O)Nc3ccncc3)c3ccccc3n2)c1 | 1.7 | -15 | -2 | -7 | 2.8 | -5 | -0.3 | 5 | i | 0 |
| O=C(CC(=O)NCc1ccccc1)NCc1ccccc1 | -1.3 | -5 | 1 | -4 | -0.1 | 0 | -0.5 | -2 | i | -5 |
| Cc1cnc2ncc3sccc3c2c1 | -0.7 | -4 | -2 | -2 | 2.0 | 2 | -0.3 | -1 | i | 3 |

(more compounds)
| SMILES | LMPTP block | Scp-1 inhibitor | STEP block | SUMO1 PPI mod | MsrA inh | DNMT1 inh | Tb MetRS inh | CSN deneddyl inh | Rpn11 inh | NadD block |
| --- | --- | --- | --- | --- | --- | --- | --- | --- | --- | --- |
| COC(=O)c1ccccc1NC(=O)CSc1nc(N)cc(N)n1 | 0.1 | -6 | -2 | 1 | -0.7 | 1 | -0.7 | 3 | i | 3 |
| CN(C)S(=O)(=O)c1cccc(C(=O)NCCCn2ccnc2)c1 | -0.3 | -4 | -1 | 3 | -0.5 | 0 | 0.0 | 0 | i | -5 |
| O=C(NC(=S)Nc1ccc2c(c1)OCCO2)c1ccc(F)cc1Cl | 1.2 | -9 | 0 | 0 | -0.1 | -2 | 0.2 | 5 | i | 5 |
| O=S(=O)(c1ccc(F)cc1)N1CCN(CC(O)COCc2cccs2)CC1 (stereo not drawn) | -2.8 | 4 | 2 | 0 | 0.6 | -1 | 1.2 | 2 | i | -2 |
| CC1(C)CC(=O)C2=C(C1)OC(N)=C(C#N)C21C(=O)N2CCCc3cccc1c32 (stereo not drawn) | -0.8 | 0 | -2 | -2 | 1.5 | 3 | -0.5 | 7 | i | -10 |
| CC(C)c1ccc(-c2c(C#N)c(N)nc3c2CCCCC3)cc1 | -0.1 | 100* | 4 | 1 | -1.5 | 3 | 0.0 | 0 | i | 2 |
| Cc1cc(-c2cn3ccccc3n2)c(C)n1-c1ccccc1 | 32 | -2 | 2 | -2 | 0.1 | -2 | -0.4 | -3 | i | 12 |
| COCCn1cc(C(=O)N2CCN(C)CC2)c2c3ccccc3n(C)c2c1=O | -1.9 | -6 | -2 | -2 | 1.1 | 0 | 0.0 | -5 | i | -6 |
| CC(C)(C)NC(=O)/C(=C\c1ccccc1F)NC(=O)c1ccc([N+](=O)[O-])cc1 | -0.2 | -7 | 3 | -15 | 0.8 | 0 | -0.2 | 0 | i | 0 |
| CCCCCOC(=O)C1=C(C)NC(=O)NC1c1ccc2c(c1)OCO2 (stereo not drawn) | 1.9 | -10 | 1 | 2 | 0.3 | 1 | 0.3 | 4 | i | -10 |
| O=c1n(Cc2ccccc2)c(O)c2n1Cc1ccccc1N=C2c1ccc(C(F)(F)F)cc1 | 2.8 | x | 1 | 4 | -0.1 | 16 | -0.2 | 4 | i | 4 |
| O=c1c2ccccc2ncn1-c1ccc(Cl)cc1 | 0.5&-0.4 | -5&-7 | -2&-2 | -2&2 | 1.3&1.2 | 2&3 | 0.1&-0.4 | -6&2 | i | -1&-1 |
| Cc1cc(C)c2c(N)c(C(=O)N/N=C/c3cccs3)sc2n1 | 0.4 | -2 | 0 | -41 | -0.3 | -4 | 0.2 | 11 | + | 1 |
| CC(O)C(NS(=O)(=O)c1ccc(Cl)cc1)C(=O)OCC(=O)N1CCN(c2ccccc2)CC1 (stereo not drawn) | -1.4 | -3 | 1 | 1 | -0.7 | -1 | 0.6 | -7 | i | -4 |
| Cc1ccc(-c2nc(N)n(C(=O)c3ccco3)n2)cc1 | -0.9 | -3 | -1 | -1 | 0.4 | 0 | -0.6 | -6 | i | -7 |
| CCN(CC)S(=O)(=O)c1cc(NC(=O)Cc2n[nH]c(=O)c3ccccc23)ccc1C | 2.1 | -4 | 1 | 1 | -0.4 | 0 | -1.1 | -2 | i | 0 |
